aGlu spleen mod = lysosomal alpha-glucosidase (human) modulation | human spleen homogenate, 4-MU-alpha-glucoside fluorescence | Potency, µM (top dose mostly 79.9 µM), without a hit: top-dose activity change, negative = inhibition, hits mostly inhibitors | hit rate 0.006% among 240,000;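 further: 0% = enzyme with vehicle and -100% = no enzyme basal signal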
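Human spleen homogenate (1 ug) with 4-methylumbelliferyl-alpha-D-glucopyranoside (1 mM final) in 50 mM citrate/phosphate pH 5.0, 0.01% Tween-20; 40 min at 37 C. Stopped at pH 10; 4-MU fluorescence Ex 365/Em 440 nm; AC50 by Hill fit.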
aGal spleen mod = inhibitors or activators of human alpha-galactosidase in spleen homogenate; human spleen homogenate, 4MU-alpha-Gal fluorescence, 40 min; Potency, µM (doses to about 80 µM), for inactives: at the highest dose activity change, negative = inhibition, most hits filed as inhibitors; hit rate 0.008% among 240,000; AID 2107;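 further: 0% = enzyme with vehicle and -100% = no enzyme basal signal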
Target sequence (P06280 32-429 limits assumed): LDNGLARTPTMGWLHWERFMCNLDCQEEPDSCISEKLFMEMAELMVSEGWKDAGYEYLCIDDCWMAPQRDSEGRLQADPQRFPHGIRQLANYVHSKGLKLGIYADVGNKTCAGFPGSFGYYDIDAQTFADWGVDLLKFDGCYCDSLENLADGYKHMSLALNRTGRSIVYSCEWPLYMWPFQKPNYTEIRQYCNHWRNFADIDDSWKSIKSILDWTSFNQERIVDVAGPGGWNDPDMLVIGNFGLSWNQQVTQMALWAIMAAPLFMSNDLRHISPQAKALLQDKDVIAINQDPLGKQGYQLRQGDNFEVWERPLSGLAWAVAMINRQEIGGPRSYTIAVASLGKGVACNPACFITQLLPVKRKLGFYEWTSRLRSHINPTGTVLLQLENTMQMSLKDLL
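qHTS titration in buffer at pH 5.0. Alpha-galactosidase activity in spleen homogenate was measured via 4-methylumbelliferone release from 1 mM fluorogenic substrate after 40 min at 37C and a pH 10 stop. AC50 came from Hill fits of control-normalized data.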
Tau fibril ThT = blocks human tau fibril formation measured by thioflavin T; recombinant tau K18 P301L, heparin-induced fibrillization, ThT fluorescence; Potency, µM (doses to about 57.4 µM), without a hit: at the top dose activity, negative = inhibition, actives largely listed as inhibitors; hit rate 2.1% among 270,000; AID 1460; further: on the % scale 0 is the no-effect control and ±100 the full control effect; nearly all actives have a fitted effect of over 55% in size
Target sequence (P10636 561-689 P618L limits assumed): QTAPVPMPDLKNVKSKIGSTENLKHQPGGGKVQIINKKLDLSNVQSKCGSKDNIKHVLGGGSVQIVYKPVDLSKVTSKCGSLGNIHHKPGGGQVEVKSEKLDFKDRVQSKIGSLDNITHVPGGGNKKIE
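Recombinant human tau K18 fragment […] carrying P301L, 15 uM unlabeled plus 0.24 uM Alexa 594-labeled, was fibrillized with 20 uM heparin in 100 mM sodium acetate pH 7 for 6 hr at 37 C; 30 uM ThT fluorescence read after 1 hr.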
HTT cytoprotect = protects HTT-Q103 PC12 cells, measured by ATP; PC12 HTT-Q103 induced, cytoprotection, ATP luminescence, 40 h; Potency, µM (top dose mostly 56.4 µM), without a hit: cytoprotection (ATP increase), hits mostly activators; hit rate 0.14% among 230,000; AID 1471;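 further: % of control where 0% means no effect; nearly all actives have a fitted effect of over 45% in size; toxic huntingtin expression switched on by the ecdysone agonist tebufenozide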
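Quantitative HTS on tebufenozide-induced (100 nM) PC12 cells expressing HTTQ103 exon 1–GFP; compounds tested as a concentration series; survival measured via cellular ATP.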
Tau fibril FP = inhibitors of human tau fibril formation | P10636 | Potency, µM (titrated, usually from 57.7 µM), inactives show at the highest dose activity, negative = inhibition, usual class: inhibitors | hit rate 0.39% among 280,000 | K18 P301L tau heparin fibrillization, Alexa594 FP, 6 h | AID 1468; further: on the % scale 0 is the no-effect control and ±100 the full control effect; nearly all actives have a fitted effect of over 55% in size
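Steps: dispense K18 P301L tau (15 uM plus 0.24 uM Alexa 594 tracer, final) in pH 7 sodium acetate; add compound; add heparin (20 uM final); incubate 6 hr, 37 C; add ThT (30 uM final); after 1 hr ambient, read FP.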
Tau fluor counter = counter-screen for tau fibril formation inhibitors | Potency, µM (doses to about 57.7 µM), for inactives: top-dose activity change, negative = decrease | hit rate 0.93% among 280,000 | tau K18 P301L Alexa594 fluorescence, heparin fibrillization | AID 1463; further: on the % scale 0 is the no-effect control and ±100 the full control effect; nearly all actives have a fitted effect of over 55% in size
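Human tau K18 P301L (15 uM unlabeled, 0.24 uM Alexa 594-labeled) in 100 mM sodium acetate pH 7 with 20 uM heparin, 6 hr at 37 C. ThT 30 uM added, 1 hr ambient; Alexa 594 FP and total fluorescence read at 555/632 nm.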
GAA glycogen mod = alters human alpha-glucosidase cleavage of glycogen. P10253. recombinant GAA, glycogen substrate, Amplex Red glucose oxidase fluorescence. Potency, µM (titrated, usually from 76.4 µM), inactives show top-dose activity change, negative = inhibition, hits mostly inhibitors. hit rate 0.38% among 300,000. AID 2100;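 further: 0% = full enzyme reaction and -100% = no-enzyme basal signal; the screen sought inhibitors and activators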
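Natural-substrate format: glycogen cleavage by 4 nM human enzyme, glucose read by Amplex Red coupling (Ex 573, Em 610 nm). Normalized to enzyme and no-enzyme controls.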
GAA inhib = alpha-glucosidase (human) inhibition; purified human GAA, 4-MU-alpha-glucoside fluorescence; Potency, µM (titrated, usually from 76.9 µM), for the others: at the top dose activity change, negative = inhibition, usual class: inhibitors; hit rate 0.005% among 200,000; AID 1466; P10253;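 further: plate controls were uninhibited enzyme wells for no effect and no-enzyme background for full effect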
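AC50 values come from Hill fits of compound titrations (up to 77 uM) against 4 nM human enzyme. Substrate 4-methylumbelliferyl-alpha-D-pyranoside at 400 uM, pH 5.0 citrate buffer, 20 min room temperature; fluorescence Ex 365/Em 440 after alkaline stop.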
Numbers without * were called inactive; ? = inconclusive; · = no result given; & = joins results of further samples; [ ] = another dose, or the depositor's remark. The call rests on the fitted dose curve; in most records, active means well fitted curve in the direction sought with a large enough effect; inconclusive means small, poorly fitted or top-dose-only effect, or another doubt; inactive means no such curve, though single readings can be large; an effect the other way counts as inactive or inconclusive. Potency means the concentration at half of the fitted maximal effect. Rows were taken by chance. Share with any hit: about 3.3%.

item	SMILES	Tau fibril FP	aGal spleen mod	GAA glycogen mod	Tau fluor counter	HTT cytoprotect	GAA inhib	aGlu spleen mod	Tau fibril ThT
1	CCOc1ccc(Nc2cc(C)nc3nc(Cc4ccc(Cl)cc4)nn23)cc1	-1.9%	·	-7.3%[76.3 µM]	1.6%	·	·	·	-1.0%
2	CCOC(=O)c1cc(-c2ccccc2)sc1NC(=O)CN1C(=O)NC(CC)(c2ccc(F)cc2)C1=O (stereo not drawn)	?	-2.3%	-8.8%	-16.2%	-23.7%	-12.3%	-1.0%	-7.7%
3	CCOc1ccccc1NC(=O)C(Cc1ccccc1)NS(=O)(=O)c1ccc2c(c1)oc(=O)n2C (stereo not drawn)	-5.2%	·	18.5%[76.3 µM]	-2.2%	·	·	·	4.2%
4	CC(C)Oc1ncnc2c1[nH]c1ccccc12	6.0%	0.4%	-5.0%	5.2%	24.3%[10 µM]	7.3%[15.4 µM]	1.5%	1.2%
5	Cc1ccc(C)c(SCC(=O)OCC(=O)c2ccco2)c1	-6.1%	5.0%	-2.6%	-15.5%	-6.0%[10 µM]	-1.9%	-1.6%	-20.9%
6	Cc1ccc(NC(=O)CCn2cccc2)cc1	-5.7%	7.9%	-6.5%	-12.3%	9.2%[10 µM]	-10.4%	4.2%	-16.9%
7	COc1ccc(Nc2nccc3c2nnn3C)cc1	10.9%	-8.4%	7.9%	-6.5%	-15.8%	0.0%	-4.1%	-20.3%
8	CC1CCN(c2c(NCC3CCC(C(=O)NCCc4ccc(Cl)cc4)CC3)c(=O)c2=O)CC1 (stereo not drawn)	-7.3%	11.1%	9.5%	?	-6.5%[10 µM]	·	-2.0%	·
9	CCc1nn2c(N)c(/C=C3\C=Nc4ccccc43)c(=O)nc2s1	0.4%&-0.3%	6.2%&-7.3%	3.2%&-0.7%	-21.8%&-13.8%	3.4%[10 µM]	2.9%	4.9%&-7.2%	?
10	COc1ccc(-c2c(-c3ccc(O)cc3O)n[nH]c2C)cc1OC	5.8%	8.5%	15.3%	-22.4%	-1.5%[10 µM]	1.9%	1.4%	-1.7%
11	Clc1ccc(-c2csc(=Nc3ccccc3)n2Cc2ccc3c(c2)OCO3)cc1	-5.8%	·	-11.2%[76.3 µM]	?	·	·	·	-10.3%
12	N#CC(Sc1ccccn1)c1ccc(Cl)cc1Cl (stereo not drawn)	-12.1%	6.8%	3.2%	-19.8%	5.4%	-8.3%	-5.4%	?
13	CCn1c(SCC(=O)Nc2cc(C)on2)nc2c(c1=O)SC(C)C2 (stereo not drawn)	-0.2%	6.4%	4.9%	-0.3%	-11.0%[1.9 µM]	-9.4%	2.5%	-3.2%
14	Cc1nc(-c2nc(-c3c(C(=O)NNC(=O)Nc4cccc(Cl)c4)noc3C)cs2)cs1	1.9%[11.6 µM]	13.5%	2.1%	?	-12.0%[10 µM]	·	7.1%	·
15	COc1cccc(C(=O)C2CN(c3ccccc3)CC2c2ccc(Cl)cc2)c1 (stereo not drawn)	13.1%	0.1%	10.4%	-3.3%	-17.3%	-10.6%	0.5%	-8.4%
16	Nc1nc(C(F)(F)F)cc(=O)[nH]1	-2.1%	-3.8%	6.0%	6.2%	-11.3%[10 µM]	·	-3.6%	6.1%
17	O=C(Nc1nccs1)c1c(O)c2c([nH]c1=O)CCCC2	-4.2%	-1.5%	2.9%	-10.1%	-36.9%[10 µM]	·	3.7%	?
18	CC1CCCCN1C(=O)C12CCC(C)(/C(=N/O)C1)C2(C)C (stereo not drawn)	5.4%	1.6%	0.8%	-2.6%	2.1%	1.3%	-13.8%	-1.7%
19	Cc1cccc(/C(N)=N/OC(=O)c2cccs2)c1	-3.6%	-8.5%	7.7%	-4.5%	12.9%	6.0%	-2.8%	-11.7%
20	COc1ccc(SCC(=O)Nc2ccc(N3CCN(C)CC3)c(F)c2)cc1	5.2%	-1.7%	20.8%	-6.4%	-38.2%[inhibitor]	10.1%	1.0%	-6.2%
21	Cc1csc2nc(CNC(=O)CCC(=O)O)cn12	-1.6%	1.9%	1.4%	5.7%	9.6%[10 µM]	-7.2%	7.0%	3.7%
22	COc1ccc(OC)c(NC(=O)C2Cc3ccccc3CN2S(=O)(=O)c2ccc(F)cc2)c1 (stereo not drawn)	0.2%	·	-12.4%[76.3 µM]	?	·	·	·	3.5%
23	Cc1ccc(C2=Nc3c(ccc4ccccc34)C(c3ccncc3)=NN2)cc1	9.7%	3.0%	-13.0%	?	-26.8%[10 µM]	1.4%	-1.6%	?
24	Cc1ccccc1C(=O)/C=C1/SCC(=O)N1C	9.0%	-0.2%	5.4%	1.2%	10.3%	-19.3%	·	-1.8%
25	CC1(C)NC(=O)N(CCCOc2ccc3c(c2)CCC3)C1=O	4.3%	-5.5%	2.1%	4.3%	-26.0%[0.074 µM]	-5.6%	0.2%	-5.8%
26	CCN(CC)C(=O)C1CCCN(C/C=C/c2ccccc2)C1 (stereo not drawn)	1.7%	-6.0%	4.2%	-7.3%	9.7%	-2.0%	-2.9%	-26.7%
27	CCN1CCN(c2cc(C)c3cc(NC(=S)N4CCOCC4)ccc3n2)CC1	2.7%	13.4%	?	-26.7%	-18.6%	5.9%	7.1%	?
28	COc1n[nH]c(C(=O)Nc2cc(Cl)ccc2Cl)c1[N+](=O)[O-]	2.1%	8.8%	-2.7%	-15.7%	·	-0.7%	2.5%	?
29	Cc1ccc(C(=O)Nc2ccccc2C(=O)N2CCOCC2)cc1[N+](=O)[O-]	-9.8%	-6.7%	-0.7%	0.0%	12.4%[10 µM]	-7.6%	-11.4%	-6.1%
30	CCOC(=O)c1[nH]c2ccccc2c1NC(=O)c1c(F)cccc1F	-3.1%	·	-3.0%[76.3 µM]	-22.4%	·	·	·	-8.9%
31	CCCCCCCCS(=O)C1CS(=O)(=O)CC1O (stereo not drawn)	-10.2%	-11.4%	2.1%	-5.9%	13.5%[10 µM]	·	-6.4%	-5.4%
32	CCOc1ccccc1-n1c(C)nc2cc(C(=O)O)ccc21	-0.4%&-5.9%	-7.7%	4.5%	0.4%&-12.7%	9.5%	0.0%	4.7%	2.4%&-8.7%
33	CCOC(=O)c1c(C2COc3ccccc3O2)csc1N (stereo not drawn)	9.1%	6.0%	-7.5%	25.1µM*[quencher]	-29.9%[0.074 µM]	-12.0%	-2.6%	?
34	Cc1cccn2cc(CCNC(=O)Cc3cccs3)nc12	0.7%	1.3%	2.9%	-6.3%	2.2%[10 µM]	·	3.7%	-3.9%
35	Cc1cc(C)cc(N=c2c([N+](=O)[O-])nn(-c3cccc(Cl)c3)n2O)c1	15.7%	-6.0%	7.4%	?	-5.4%[10 µM]	-4.0%	-3.3%	?
36	COC(=O)c1cc(NC(=O)CC2NCCNC2=O)cc(C(=O)OC)c1 (stereo not drawn)	-10.2%	-0.6%	4.4%	-2.4%	14.6%	-2.6%	-0.1%	-15.1%
37	Cc1sc(C(C2C(=O)CC(C)(C)CC2=O)C2C(=O)CC(C)(C)CC2=O)cc1[N+](=O)[O-]	-4.8%	2.4%	-19.0%	-17.9%	-6.9%[10 µM]	?	0.6%	?
38	CCOc1ccc2c(c1)[nH]c(=S)n2C	-8.7%	-3.5%	3.5%	-11.6%	-2.8%[10 µM]	·	-2.5%	-19.2%
39	Cc1ccc(-n2nnnc2SCC(=O)Nc2ccccc2N2CCCCC2)cc1C	-5.8%	0.5%	9.8%	-17.2%	-14.4%[10 µM]	6.4%	-6.6%	-9.2%
40	COc1ccc(CCn2c(NCCCN3CCOCC3)nc3c2c(=O)[nH]c(=O)n3C)cc1	-2.1%	-13.8%	-2.4%	-0.8%	7.5%[1.9 µM]	-1.9%	9.6%	-10.7%
41	COc1ccc2cc(C(=O)O)ccc2c1	-4.0%	-23.9%	0.5%	-1.0%	-9.7%	3.4%	-9.5%	1.1%
42	Cc1ccc(/C=C/C(=O)NCc2ccc(S(N)(=O)=O)cc2)o1	?	2.8%	?	-15.9%	-17.3%	?	-6.1%	25.1µM*

Quoted from above for reference:
item	SMILES	Tau fibril FP	aGal spleen mod	GAA glycogen mod	Tau fluor counter	HTT cytoprotect	GAA inhib	aGlu spleen mod	Tau fibril ThT
37	Cc1sc(C(C2C(=O)CC(C)(C)CC2=O)C2C(=O)CC(C)(C)CC2=O)cc1[N+](=O)[O-]	-4.8%	2.4%	-19.0%	-17.9%	-6.9%[10 µM]	?	0.6%	?
38	CCOc1ccc2c(c1)[nH]c(=S)n2C	-8.7%	-3.5%	3.5%	-11.6%	-2.8%[10 µM]	·	-2.5%	-19.2%
39	Cc1ccc(-n2nnnc2SCC(=O)Nc2ccccc2N2CCCCC2)cc1C	-5.8%	0.5%	9.8%	-17.2%	-14.4%[10 µM]	6.4%	-6.6%	-9.2%
40	COc1ccc(CCn2c(NCCCN3CCOCC3)nc3c2c(=O)[nH]c(=O)n3C)cc1	-2.1%	-13.8%	-2.4%	-0.8%	7.5%[1.9 µM]	-1.9%	9.6%	-10.7%
41	COc1ccc2cc(C(=O)O)ccc2c1	-4.0%	-23.9%	0.5%	-1.0%	-9.7%	3.4%	-9.5%	1.1%
42	Cc1ccc(/C=C/C(=O)NCc2ccc(S(N)(=O)=O)cc2)o1	?	2.8%	?	-15.9%	-17.3%	?	-6.1%	25.1µM*
